Screening data: PubChem, Broad Institute
LGR2 inh = inhibitors of bursicon-induced LGR2 CRE-luciferase signal, primary screen, cell-based, HEK293, CRE-luciferase reporter, bursicon stimulation; inhibition, % at 9.99 µM; 380,000 compounds, 0.35% hits; AID 720647, 2013; Drosophila bursicon receptor LGR2 (rickets); bursicon-stimulated, 4 h;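 active means drop in luminescence signal, shown as inhibition above about 50% in the replicate tests, limit read from the data, passing the limit was not always enough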;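 further: agonist challenge used bursicon conditioned medium at about half maximal strength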
FN deposit inh = inhibitors of fibronectin matrix deposition, primary screen, AH1F cells, Alexa488-fibronectin fluorescence, plate reader. AH1F fibroblasts, overnight. inhibition, % at 12.6 µM. 350,000 compounds, 0.086% hits. AID 743247, 2014;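 active means mean inhibition across replicates of 30% or more, regardless of how many single replicates reach that level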;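 further: positive control wells lacked labelled fibronectin entirely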
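Test system: AH1F fibroblast monolayer depositing Alexa488-labelled fibronectin into matrix. Input: 10000 cells per well. Technique: fluorescence, ex 485 nm, em 525 nm. Buffer or medium: DMEM plus 2% serum, read in PBS. Timing: 1 h cell adhesion before compound, then overnight fibronectin incubation. Compound: single dose, pinned. Read-out basis: inhibition from reduced deposited-fibronectin fluorescence.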
Casp6 inh = human caspase-6 inhibitors, primary screen, biochemical, VEID-R110 fluorescence, single point, set 2. purified caspase-6, Z-VEID-R110 cleavage fluorescence. inhibition, % at 12.5 µM. 350,000 compounds, 0.53% hits;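 active means mean inhibition across replicates at least about 35%, with every replicate also reaching that limit, limit read from the data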;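 further: 0% = median of neutral control wells and 100% = no fluorescence left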
Target sequence (P55212 24-179 limits assumed): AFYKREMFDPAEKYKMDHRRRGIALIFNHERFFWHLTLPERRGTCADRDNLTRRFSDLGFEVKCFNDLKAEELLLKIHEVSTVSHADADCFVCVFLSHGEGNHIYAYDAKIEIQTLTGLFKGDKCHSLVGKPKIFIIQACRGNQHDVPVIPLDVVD
Target sequence (P55212 194-293 limits assumed): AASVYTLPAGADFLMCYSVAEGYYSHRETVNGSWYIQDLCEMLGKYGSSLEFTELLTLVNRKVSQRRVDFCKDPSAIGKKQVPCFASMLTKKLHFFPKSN
PAX8 inh HTS = inhibitors of PAX8-driven TPO luciferase reporter, primary screen, RMG-I cells, single concentration; SteadyGlo, 24 h; inhibition, % at 12.6 µM; 360,000 compounds, 1.2% hits; AID 652154, 2013;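 active means mean replicate inhibition at least 60% with every replicate also reaching 60%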;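 further: luciferase light reporting Pax8 driven TPO promoter activity; plate controls were median of neutral control wells for no effect and mitoxantrone controls for full effect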
Cneo AK release = Cryptococcus neoformans cell lysis inducers, primary screen, AK release luminescence, single concentration | C. neoformans lysis, adenylate kinase release luminescence, 4 h; normalised: neutral wells 0, clomiphene wells 100 | lysis activity, % at 15 µM | 360,000 compounds, 0.2% hits;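 active means mean lysis activity across replicates of at least 80%, whatever share of replicates individually reach that level; inactive means mean lysis activity below 80%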
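Assay system: log-phase C. neoformans yeast / Quantity: yeast cell density of 5 × 10^6 cells/mL / Medium: fresh YPD growth medium / Compound: single dose / Timing: static 4 h at 37 °C with compound, 1 h detection / Measured by: adenylate kinase release luminescence / Read-out: lysis from increased AK signal / Benchmarks: Clomiphene as positive lysis control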
miR-122 sensor = miR-122 Renilla sensor signal increase in Huh7, primary screen, miR-122 inhibitor project, cell-based, single point, plate reader | 340,000 compounds, 0.3% hits | activation (reporter increase), % at 12.5 µM | Huh7 miR-122 Renilla luciferase sensor, 48 h; neutral wells = 0, positive control = 100;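 active means mean replicate activation score at least 90 and every replicate individually at or above 90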;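 further: higher luciferase means less miR-122 activity so hits act as miR-122 inhibitors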
EWS-Fli block = EWS/Fli-driven NR0B1 reporter inhibitors, primary screen, A673 cells, NR0B1 luciferase, luminescence, MLPCN library; viability-normalised; 350,000 compounds, 0.67% hits; AID 651661, 2012; inhibition, % at 12.6 µM;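 active means mean inhibition of at least 50% after viability correction, with every replicate also passing that limit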;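 further: firefly luciferase signal divided by Alamar Blue viability fluorescence both relative to DMSO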
PGC1a acetyl inh = inhibitors of PGC1a acetylation signal, primary screen, cell-based, U2OS, AlphaScreen, inhibitor mode; AlphaScreen anti-acetyl-lysine; with virally co-expressed GCN5 acetyltransferase; inhibition, % at 15.6 µM; 350,000 compounds, 0.17% hits; AID 651687, 2012;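 active means every replicate shows inhibition of at least 40%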;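 further: 0% = neutral control wells and 100% = positive control wells; some results beyond the cut were filed as inactive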
Numbers without * were called inactive; . = no result given; & = joins results of further samples; [ ] = another dose, or the depositor's remark. Rows are unselected, and some 2.5% of all compounds hit somewhere here.

Screens in order – Casp6 inh | miR-122 sensor | FN deposit inh | Cneo AK release | PAX8 inh HTS | PGC1a acetyl inh | LGR2 inh | EWS-Fli block
CC(C)Oc1ccc(CN2CCC2(C)C(=O)Nc2ccc(Cl)c(Cl)c2)cc1 (stereo unspecified)
→ -1 | -35 | . | -1 | -9 | . | 5 | 8
O=C(NCc1ccco1)/C(=C/C=C\c1ccccc1)NC(=O)c1ccc(Br)o1
→ 4 | . | 3 | . | 10 | . | . | -10
Cc1cc(NC(=O)c2ccc(C#N)cc2)n(-c2ccccn2)n1
→ 3 | . | . | . | 4 | . | 6 | -13
COc1ccc(OCC(=O)Nc2cccc(C(C)=O)c2)cc1
→ . | 5 | 6 | -5 | -19 | -7 | . | .
C[C@H](CO)N1C[C@H](C)[C@H](CN(C)S(=O)(=O)c2ccccc2)Oc2ccc(NS(C)(=O)=O)cc2CC1=O
→ -4 | 1[16.7 µM] | -4 | 0 | -6 | 2 | -1 | 4
NS(=O)(=O)c1ccc(N=Cc2c(O)c3ccccc3oc2=O)cc1
→ . | 1 | -10 | . | -5 | 5 | 10 | -2
COc1cccc(C2c3[nH]c4ccccc4c3C[C@H]3C(=O)N(C4CC4)CC(=O)N23)c1 (stereo partly specified)
→ -1 | 32 | 0 | 0 | 9 | 0 | -16 | 16
O=C(CNC(=O)c1cccc(Br)c1)N/N=C/c1ccc2c(c1)OCO2
→ 3 | 1 | 2 | -6 | -26 | -10 | -27 | -55
CC(O)CNCCCOc1cccc(Oc2ccccc2)c1 (stereo unspecified)
→ 0 | . | . | 0 | 5 | 3 | 6 | 3
O=C(O)C(Cc1ccccc1)NS(=O)(=O)c1ccc(Cl)cc1 (stereo unspecified)
→ -1 | -7 | 2 | 2 | 24 | -5 | 19 | 9
CSc1cccc(NC(=O)C(C)Sc2ccc(C)cc2)c1 (stereo unspecified)
→ . | 24 | -8 | 6 | 24 | -3 | . | .
CCc1c(C)nc(SCC(=O)NNC(=O)Cc2ccc(OC)cc2)[nH]c1=O
→ -4 | -7 | 3 | -2 | 5 | -12 | -30 | 7
CN(C)CC(=O)Nc1ccc2c(c1)[C@H]1C[C@@H](CC(=O)NCCc3ccccc3)O[C@@H](CO)[C@H]1O2
→ -2 | -3[16.7 µM] | . | 51 | -7 | 4 | -4 | -2
O=C(NNc1ccccc1[N+](=O)[O-])Nc1ccc(F)cc1F
→ 9 | -1 | -3 | -1 | 8 | . | 6 | -6
CC(=O)Nc1ccc(S(=O)(=O)N(C)CC(=O)N2CCN(C(=O)c3ccco3)CC2)cc1
→ 0 | . | -5 | -1 | . | 6 | -2 | -5
O=C(COC(=O)c1ccco1)c1ccccc1
→ -1 | . | 2 | 0 | 25 | . | -3 | -12
Cc1cc(N2CCOCC2)nc2ccc(NC(=S)N3CCCCC3C)cc12 (stereo unspecified)
→ 2 | 12 | -12 | -3 | -15 | -13 | -8 | -18
COC(=O)[C@H]1C[C@@]2(O)CN(S(=O)(=O)c3ccc(C)cc3)C[C@@]2(OC(=O)NCc2ccccc2)C[C@H]1C(=O)OC
→ -1 | -3 | -2 | 1 | -12 | 0 | -4 | 0
Cc1cccc(N=C2CSC(=O)N2)c1
→ -2 | -12 | 1 | 8 | 9 | 1 | 8 | 0
CN(CCC#N)C(=O)COC(=O)c1ccc(Cl)cc1O
→ -1 | -13 | 10 | 1 | -10 | 1 | -6 | -1
COc1ccc(OC)c(N2CC(O)(c3ccccc3)[N+]3=C2SCCC3)c1 (stereo unspecified)
→ 4 | . | -7 | . | 8 | -6 | 21 | 11
CC=Cc1ccc2n(c1=O)C[C@@H]1[C@@H](CO)[C@H](C(=O)NC3CCC3)[C@H]2N1C(=O)c1ccccn1 (mixture of isomers)
→ 1 | . | . | -2 | . | . | -1 | -4
Cc1csc2nc(CN3CCN(CC(=O)N(C)C)CC3)cc(=O)n12
→ 4 | . | 3 | -2 | 1 | . | -2 | 15
O=C(O)c1ccc(N2CC3CC(C2)c2cccc(=O)n2C3)c(NC(=S)Nc2ccc(Cl)cc2Cl)c1 (stereo unspecified)
→ 4 | 10 | -16 | 2 | -14 | 4 | -17 | -2
Cc1onc(-c2ccccc2Cl)c1C(=O)NNC(=O)c1nn(C)cc1Cl
→ -1 | . | 6 | . | -14 | -5 | 2 | 10
CCOC(=O)c1c(NC(=O)CSc2nc3ccccc3o2)sc(C)c1C
→ 1 | 0 | . | . | . | -1 | -20 | -14
CCNC(=O)[C@@H]1[C@@H](CO)[C@@H]2Cn3c(ccc(-c4ccccc4)c3=O)[C@@H]2N1Cc1cccnc1
→ -1 | 2[16.7 µM] | . | 0 | . | . | 10 | -1
O=C(CSc1ccc(F)cc1)Nc1ccccc1Br
→ 3 | . | 3 | . | -5 | 7 | -17 | 18
C[C@H]1CN([C@@H](C)CO)C(=O)Cc2cc(NC(=O)CCCCCC(=O)Nc3ccccc3N)ccc2O[C@@H]1CN(C)S(C)(=O)=O
→ 1 | -3[16.7 µM] | . | 0 | 0 | 7 | -16 | -6
CCOC(=O)c1sc(-c2ccc(Cl)cc2)nc1O
→ -1 | . | 4 | 2 | -2 | 0 | -1 | -6
Cn1c(=O)c2c(ncn2CC(=O)OCC(=O)Nc2sccc2C(N)=O)n(C)c1=O
→ 14 | . | -11 | 0 | -2 | . | -3 | 2
COc1ccc(CN(C)C[C@H]2OCCCC[C@@H](C)Oc3ccc(NC(=O)Nc4ccc(C(F)(F)F)cc4)cc3C(=O)N([C@H](C)CO)C[C@@H]2C)cc1
→ -1 | -7[16.7 µM] | . | 0 | 2 | 23 | . | -1
C[C@@H]1CN([C@H](C)CO)C(=O)c2cccc(NS(=O)(=O)c3cn(C)cn3)c2O[C@@H]1CN(C)Cc1ccccc1
→ -4 | -2[16.7 µM] | . | -1 | -5 | . | 9 | -2
O=C(CCc1cccc(Cl)c1)NC1CCCN(Cc2ccccc2F)C1 (stereo unspecified)
→ 0 | -1 | 1 | 1 | -3 | -8 | 4 | -1
Cn1cc(S(=O)(=O)CC(=O)Nc2ccc3c(c2)OCO3)c2ccccc21
→ 12 | 55 | . | 3 | . | 1 | -7 | .
CCc1n[nH]c(=S)n1/N=C/c1ccccn1
→ -3 | -10 | -4 | 3 | -4 | 5 | -7 | 11
Cc1cc(Cl)c(S(=O)(=O)N2CCN(c3ccc(F)cc3)CC2)cc1OCC(=O)NC1CCCCC1
→ . | -16 | -11 | 0 | -1 | . | . | .
COc1cccc2cc(C(=O)C3=C(O)C(=O)N(CCN(C)C)C3c3ccc(F)cc3)oc12 (stereo unspecified)
→ . | -7 | 5 | 1 | . | 1 | . | .
C[C@]12CCC(=O)C[C@@H]1CC[C@@H]1[C@@H]2CC[C@]2(C)[C@@H](C(=O)COC(=O)CCC(=O)O)CC[C@@H]12
→ -3&1 | -5&-9 | 0&12 | -4&0 | -3&-25 | -7&10 | -4&3 | 6&3
CC(NC(=O)c1ccc(F)cc1)C(=O)NC1=NCCS1 (stereo unspecified)
→ 1 | . | -10 | . | 0 | 15 | 19 | -1
Cc1ccccc1N1CCN(C2CCCN(C(=O)c3cnsn3)C2)CC1 (stereo unspecified)
→ -1 | -2 | 7 | 2 | -1 | 3 | -6 | .
CCOc1ccc(OCC)c(NC(=O)CN2CCC(NC(=O)c3cccc(F)c3)CC2)c1
→ . | -10 | 1 | 1 | . | 7 | . | .
Cc1ccc(NC(=O)C2CC(Cl)=CCC2C(=O)O)c([N+](=O)[O-])c1 (stereo unspecified)
→ 1 | . | 8 | . | -2 | . | . | 3
CO[C@H]1CN(C)C(=O)c2ccc(NC(=O)Nc3cccc(F)c3)cc2OC[C@H](C)NC[C@H]1C
→ -6 | . | -6&-4 | 0 | 11 | -8 | -4 | -11
C[C@@H]1CN([C@@H](C)CO)C(=O)c2cc(NS(C)(=O)=O)ccc2O[C@H]1CN(C)C(=O)Nc1ccc(C(F)(F)F)cc1
→ 0 | 1[16.7 µM] | . | 1 | -1 | 10 | 12 | 0
CC(C)N1CCC(=NNc2ccc([N+](=O)[O-])cc2S(=O)(=O)N2CCOCC2)CC1
→ -2 | . | . | . | -1 | 7 | -8 | 5
O=C(c1ccc(F)cc1)N1CC(=O)N2[C@H](C1)[C@H](c1ccc(C#CC3CCCCC3)cc1)[C@@H]2CO
→ -2 | . | . | . | 27 | -2 | 1 | 12
Cc1cc(C(=O)NNC(=S)NC(=O)/C=C/c2ccccc2Cl)n[nH]1
→ 9 | 0 | 6 | -4 | . | -11 | -12 | .
COc1cccc(NC(=O)CCC(=O)Nc2cc(OC)c(NC(=O)c3cccs3)cc2OC)c1
→ 7 | 0 | 5 | 0 | 8 | . | 13 | 2
CCCNC(=O)c1cc(C2CCCCN2C(=O)OCCF)on1 (stereo unspecified)
→ -4 | -4 | 3 | 0 | 12 | -18 | 0 | 4
COc1cccc(-c2ccc3c(c2)[C@H]2[C@H](CCN2S(=O)(=O)C2=NC(C)C=N2)[C@H](CO)N3C)c1 (stereo partly specified)
→ . | -4[16.7 µM] | -15 | -20 | -8 | 4 | 14 | 5
N#C[C@@H]1N[C@@H](CO)[C@@H]1c1ccc(C2=CCCCC2)cc1
→ 0 | . | -13 | -3 | -16 | -4 | -32 | -5
CCN(CC)C(=O)C1=C(C)N(CCC2=CCCCC2)C(=O)C(CC(=O)NCC2CCCCC2)C1 (stereo unspecified)
→ 3 | 1 | 7 | 2 | -4 | 5 | 6 | -5
COc1ccc(CN2CCN(Cc3ccccc3C(F)(F)F)CC2)c(OC)c1
→ -2 | 2 | -3 | -2 | -13 | 9 | 22 | 12
O=C(C[C@@H]1CC[C@H](NS(=O)(=O)c2ccccc2)[C@@H](CO)O1)N1CCN(c2ccccc2)CC1
→ 3 | . | . | . | 5 | . | 1 | -12
COc1cccc(C=NNC(=O)c2ccncc2)c1O
→ -16 | 13 | 15 | 0 | 51 | 23 | 18 | 6
O=C(OCc1cccc(C(F)(F)F)c1)c1ccc[nH]c1=O
→ -2 | . | 2 | -2 | -10 | . | -11 | 1
C[C@@H]1CN([C@@H](C)CO)C(=O)c2cc(/C=C/c3ccccc3)cnc2O[C@@H]1CN(C)Cc1cccc(C(=O)O)c1
→ -2 | -3[16.7 µM] | . | -5 | 4 | 4 | 0 | -5

One compound at a time, as listed above. Screens in order: Casp6 inh	miR-122 sensor	FN deposit inh	Cneo AK release	PAX8 inh HTS	PGC1a acetyl inh	LGR2 inh	EWS-Fli block
C[C@@H]1CN([C@@H](C)CO)C(=O)c2cc(/C=C/c3ccccc3)cnc2O[C@@H]1CN(C)Cc1cccc(C(=O)O)c1 as listed: -2	-3[16.7 µM]	.	-5	4	4	0	-5
N#C[C@@H]1N[C@@H](CO)[C@@H]1c1ccc(C2=CCCCC2)cc1 as listed: 0	.	-13	-3	-16	-4	-32	-5
